Bioassay records deposited in PubChem by several laboratories.
proCasp7 act: procaspase-7 activators, primary screen, counter-screen for procaspase-3 activator project, biochemical, absorbance, HTS, human. Caspase-7 (Homo sapiens), P55210. recombinant procaspase-7, Ac-DEVD-pNA absorbance 405 nm; D23A/D198A/D206A triple mutant, cannot self-cleave; scale: DMSO 0, 5 µM enzyme 100. activation, % at 8.5 µM. hit rate 0.093% among 330,000;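 active = percent activation above the screen-wide mean plus 3 SD, cut at about 25% in these data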
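buffer or medium = Zinc-free HEPES/NaCl buffer, pH 7.4 | material = Procaspase-7 triple mutant (PC-7 D3A) | input = 2 µM procaspase-7 mutant as dispensed | signal = Epi-absorbance of released pNA at 405 nm, two timepoints | timing = 1 h preincubation, 2 h reaction | replicates = singlicate compound testing | evaluation = % activation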
MEP2 TOR yeast: modulators of MEP2-GFP levels in yeast, primary screen, S. cerevisiae, multiplex flow cytometry, MLPCN library; S. cerevisiae MEP2-GFP strain, 3 h; 100% = DMSO control level; GFP response vs DMSO, % at 10 µM; hit rate 0.51% among 330,000; AID 2016, 2009;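 active = GFP response versus DMSO above a set limit, roughly screen mean plus 3 SD, cut at about 180% in these data; inconclusive = fewer than 70 cells counted for a yeast strain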;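 also: median GFP fluorescence of the barcode-gated MEP2-GFP cells per well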
LAP4 TOR yeast: modulators of LAP4-GFP expression in yeast, primary screen, S. cerevisiae, multiplex flow cytometry, MLPCN library | 3 h; median GFP as percent of DMSO wells | GFP response vs DMSO, % at 10 µM | hit rate 0.34% among 320,000;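 active = GFP response vs DMSO above a set limit, about the screen mean plus 3 SD, cut at about 150% in these data; inconclusive = under 70 cell events counted for the yeast strain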
proCasp3 act: activators of human procaspase-3 D3A mutant, primary screen, biochemical, absorbance, PC-3 D3A mutant, single concentration | recombinant procaspase-3 D3A, Ac-DEVD-pNA absorbance 405 nm | activation, % at 8.5 µM | hit rate 0.11% among 330,000 | AID 463141, 2010;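 active = activation above the mean of all tested compounds plus 3 SD, cut at about 21% in these data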;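 also: 0% = DMSO alone and 100% = DMSO wells spiked with extra 5 µM PC-3 D3A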
Target sequence (P42574 whole entry D9A/D28A/D175A): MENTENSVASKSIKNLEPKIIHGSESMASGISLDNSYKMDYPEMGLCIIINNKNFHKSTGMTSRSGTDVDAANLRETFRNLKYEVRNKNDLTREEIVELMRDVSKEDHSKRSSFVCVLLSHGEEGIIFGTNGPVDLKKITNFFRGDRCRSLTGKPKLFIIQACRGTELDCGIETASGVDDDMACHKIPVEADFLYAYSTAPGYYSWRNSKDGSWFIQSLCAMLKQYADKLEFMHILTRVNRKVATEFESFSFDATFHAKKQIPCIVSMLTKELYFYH
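Technique: 405 nm absorbance of p-nitroaniline, reads at 0 and 120 min; Test system: Procaspase-3 D3A mutant; Incubation: 1 h enzyme-compound preincubation, then 2 h substrate reaction, 25 °C; Repeats: singlicate, each compound tested once; Benchmarks: low control DMSO wells, high control DMSO plus 5 µM PC-3 D3A.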
CIT2 TOR yeast: modulators of CIT2-GFP expression in yeast, primary screen, S. cerevisiae, GFP fusion, multiplex flow cytometry, MLPCN library | S. cerevisiae CIT2-GFP strain, 3 h; 100 means same as DMSO wells | hit rate 0.065% among 320,000 | GFP response vs DMSO, % at 10 µM;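 active = GFP response relative to DMSO above a set limit, near the screen mean plus 3 SD, cut at about 150% in these data; inconclusive = Fewer than 70 cells measured for a yeast strain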;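 also: ratio of well median GFP fluorescence to mean of DMSO wells on the plate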
AHR activator: AHR activators, primary screen, cell-based, luminescence, luciferase reporter, human; hit rate 2.5% among 320,000; AHR-responsive luciferase reporter cells; activation, % at 5 µM; Aryl hydrocarbon receptor (Homo sapiens), P35869; in the data active = activation above about 47%;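 also: 0% = vehicle wells and 100% = reference agonist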
Target sequence (P35869 whole entry, looked up): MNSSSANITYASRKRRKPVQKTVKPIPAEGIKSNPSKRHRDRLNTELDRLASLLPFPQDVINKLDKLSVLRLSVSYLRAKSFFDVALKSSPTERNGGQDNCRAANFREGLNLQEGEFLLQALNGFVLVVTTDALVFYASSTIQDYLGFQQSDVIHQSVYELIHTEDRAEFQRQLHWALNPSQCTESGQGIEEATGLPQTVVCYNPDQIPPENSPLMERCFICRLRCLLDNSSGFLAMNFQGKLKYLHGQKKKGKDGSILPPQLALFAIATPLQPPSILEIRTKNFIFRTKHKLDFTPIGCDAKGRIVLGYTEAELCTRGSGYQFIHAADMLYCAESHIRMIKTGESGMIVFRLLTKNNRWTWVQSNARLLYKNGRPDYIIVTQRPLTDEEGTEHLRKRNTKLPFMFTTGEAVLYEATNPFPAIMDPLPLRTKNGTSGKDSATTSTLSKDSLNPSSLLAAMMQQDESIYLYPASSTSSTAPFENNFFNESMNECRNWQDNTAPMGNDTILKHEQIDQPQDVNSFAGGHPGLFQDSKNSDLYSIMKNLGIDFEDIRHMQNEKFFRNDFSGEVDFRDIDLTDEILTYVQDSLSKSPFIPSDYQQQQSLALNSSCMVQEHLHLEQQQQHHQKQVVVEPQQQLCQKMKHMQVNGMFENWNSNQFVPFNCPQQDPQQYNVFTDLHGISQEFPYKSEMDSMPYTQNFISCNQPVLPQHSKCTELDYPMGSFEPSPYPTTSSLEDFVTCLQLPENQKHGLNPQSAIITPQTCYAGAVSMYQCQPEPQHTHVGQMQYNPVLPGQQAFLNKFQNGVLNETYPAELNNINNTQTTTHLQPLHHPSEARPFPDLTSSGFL
RPL19A-GFP yeast: RPL19A-GFP expression modulators in yeast, primary screen, cell-based, S. cerevisiae, multiplex flow cytometry, MLPCN. S. cerevisiae RPL19A-GFP strain, 3 h; stronger effect = lower value. percent response vs DMSO, % at 10 µM. hit rate 0.3% among 330,000. AID 2025, 2009;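 active = percent response vs DMSO below 50%; inconclusive = fewer than 70 events counted for the yeast strain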;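 also: median channel GFP fluorescence of the barcoded RPL19A-GFP strain; ratio of sample median GFP to plate DMSO average so 100% = DMSO; lower means less RPL19A-GFP as with rapamycin TOR inhibition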
AGP1 TOR yeast: modulators of AGP1-GFP expression in yeast TOR pathway, primary screen, cell-based, multiplex flow cytometry, S. cerevisiae, MLPCN library | 3 h; GFP as percent of DMSO wells | hit rate 0.02% among 320,000 | GFP response vs DMSO, % at 10 µM;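 active = GFP response relative to DMSO above a set limit, near screen average plus 3 SD, cut at about 150% in these data; inconclusive = fewer than 70 cells counted for the yeast strain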;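 also: median GFP channel fluorescence of the gated AGP1 strain per well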
Starred values were filed as active, the others as inactive; u = inconclusive; x = not tested or not shown; [ ] = dose if it differs, or a comment. An unsorted share of the library; overall some 3.5% were active at least once.

SMILES	proCasp7 act	MEP2 TOR yeast	LAP4 TOR yeast	proCasp3 act	CIT2 TOR yeast	AHR activator	RPL19A-GFP yeast	AGP1 TOR yeast
O=[N+]([O-])c1ccccc1S(=O)(=O)N1CCSCC1	0	94	95	2	81	0	94	92
Cc1ccccc1-c1nc(CS(=O)(=O)CC(=O)NCc2ccc(F)cc2)c(C)o1	-1	91	94	1	83	5	90	89
CCOC(=O)c1c(NC(=O)c2ccncc2)sc(C)c1C	5	100	89	3	96	4	96	96
O=C(NCC(=O)N1CCN(C(=O)c2ccco2)CC1)c1ccc(Br)cc1	7	100	92	-2	99	-2	92	93
CCCCCCN1CC(=O)N2Cc3[nH]c4ccccc4c3C[C@H]2C1=O	11	114	105	10	109	3	107	101
CCN(CC)S(=O)(=O)c1cccc(NC(=O)COC(=O)c2cncc(Br)c2)c1	-9	115	97	2	102	1	97	97
NC(N)=NC(N)=NCCc1ccccc1	-2	93	100	-1	85	-1	94	86
Cc1ccc(S(=O)(=O)N2[C@@H](c3ccccc3)C(C(=O)O)=CC[C@H]2c2ccc(C(C)C)cc2)cc1	-7	90	137	-4	107	6	99	85
CN(CCCNC(=O)C1CCCN(S(=O)(=O)c2cnc[nH]2)C1)c1ccccc1 (configuration not stated)	3	103	101	8	103	2	102	102
Cc1ccc(-c2csc(NC(=O)c3ccccc3F)c2C(=O)O)cc1	10	82	70	0	75	-3	101	82
Cc1n[nH]c(=S)n1/N=C/c1ccc(OCc2ccc(Cl)cc2)cc1	-12	101	94	-8	97	-4	99	100
Cc1ccc2nc(C)c(CN3CCN(c4ccc([N+](=O)[O-])cc4Cl)CC3)n2c1	4	104	85	2	95	-6	102	92
COc1cccc(C2=NOC(C(=O)NCc3ccco3)C2)c1 (configuration not stated)	6	101	104	3	101	4	104	102
O=S(=O)(NCC(c1cccnc1)N1CCN(c2ccccc2)CC1)c1cccs1 (configuration not stated)	7	105	107	-2	108	0	105	110
Cc1ccc(N2CC(C(=O)NCc3cccs3)CC2=O)cc1 (configuration not stated)	-1	104	107	-4	106	-1	106	101
CCCn1c(CCC(=O)O)ccc1-c1ccccc1	5	103	131	-1	88	-1	109	107
CCN(CC)C(=O)CSc1nc2cccnc2n1-c1ccccc1OC	5	76	80	1	88	-1	92	x
CCc1ccc(CCC(=O)Nc2ccc(S(N)(=O)=O)cc2)o1	1	101	102	12	103	4	98	101
CC1CCCCN1CC(=O)Nc1sccc1C#N (configuration not stated)	3	110	94	-1	101	3	98	101
O=c1cc(-c2ccc(C(F)(F)F)cc2)oc2ccccc12	5	181*[may fluoresce violet]	107[may fluoresce violet]	4	u	5	44*[may fluoresce violet]	u
CSCCC(N=C1NS(=O)(=O)c2ccccc21)C(=O)N1CCCC(C(N)=O)C1 (configuration not stated)	6	98	106	4	101	-2	99	108
CCCCCCSc1cccc(-c2nc3ccccn3c2NCc2ccccc2)c1	5	97	114	10	90	0	96	97
CN1C2CCC1CC(NC(=O)c1ccc(Cl)cc1)C2 (configuration not stated)	11	93	97	2	87	-1	89	97
Cc1ccc(CC2CC(=O)N(c3ccncc3)C2=O)cc1 (configuration not stated)	-1	110	96	10	107	2	109	110
COc1ccc(C(=O)NCc2ncccc2C)cc1OC1CCN(C(C)=O)CC1	4	100	96	0	106	0	96	96
CCOc1ccccc1C(=O)Nc1ccc(-n2nncc2C(C)(C)C)cc1	-8	93	97	3	100	7	96	94
Cc1cccc(S(=O)(=O)N2CCC(CO)(Cc3ccccc3)CC2)c1	-4	92	90	-2	99	5	99	96
CCOC(=O)[C@H]1[C@H]2COc3ccc(OC)cc3[C@@H]2N2C(=O)CN(C)C(=O)[C@@]12C	13	98	98	0	103	1	96	102
COc1ccc(C(O)c2ncc(C(F)(F)F)cc2Cl)cc1 (configuration not stated)	3	97	96	4	96	1	100	96
Cc1nc2c3ccccc3n(Cc3ccccc3F)c2s1	5	113	101	-2	103	9	101	100
Cn1cccc1C(C#N)c1ncc(C(F)(F)F)cc1Cl (configuration not stated)	1	101	100	5	103	0	99	106
Cc1cccnc1NC(=O)CNC(=O)c1ccccc1	4	101	100	-4	105	1	99	105
O=C(COC(=O)C1CCC1)c1c[nH]c2ccccc12	5	101	106	-4	77	13	99	106
CC(C)COP(=O)(OCC(C)C)C(O)c1ccc(F)cc1 (configuration not stated)	-4	100	90	1	102	-2	101	99
O=C(NC1CCCCCC1)c1c(O)c2ccccc2[nH]c1=O	11	99	107	5	105	0	104	111
CCOc1cccc2cc(C(C)=O)oc12	5	108	89	3	97	4	105	102
CCOC(=O)NC(=O)C(=CNc1cccc(C)c1)C(=O)NC(=O)OCC	0	107	91	3	105	2	104	100
CCOc1cc(N2CCOCC2)c(OCC)cc1NC(=O)COC(=O)c1ccccc1C	4	89	90	-2	91	-2	97	93
Cn1c(Cc2ccc(Cl)cc2)nnc1SCC(=O)NC1CC1	4	93	90	-2	99	4	101	100
O=C(c1cccnc1)c1ncc(C(F)(F)F)cc1Cl	0	99	91	6	91	1	98	99
O=S(=O)(NCCc1csc(-c2cccnc2)n1)c1ccc2c(c1)OCCO2	-3	101	110	3	96	25	97	100
COc1ccc(-c2nnc(SCC(N)=O)n2N)cc1	8	100	99	0	99	-1	102	103
CC(CNC(=O)c1cccs1)c1ccc([N+](=O)[O-])cc1 (configuration not stated)	0	91	104	-5	90	-2	92	90
CCn1ccnc1CNC(=O)c1cc(COc2ccc(F)cc2F)on1	2	105	103	0	97	-1	107	100
CN(CC(=O)Nc1ccc(F)cc1)C(=O)CSc1ccc2c(c1)OCCO2	1	111	108	3	104	0	109	108
CCC(CC)c1nnc(NC(=O)Oc2ccccc2)s1	-1	90	105	-1	92	3	90	91
CCN(CC)c1ccc(C=Nc2cc(C)cc(C)c2)c(O)c1	-7	101	94	-6	93	4	103	94
Cc1cccc(NC(=O)C2CCCN2S(=O)(=O)c2ccc3c(c2)n(C)c(=O)c(=O)n3C)c1 (configuration not stated)	-6	101	99	6	99	2	102	99

In the list so far, these have an NH in an aromatic ring.
SMILES	proCasp7 act	MEP2 TOR yeast	LAP4 TOR yeast	proCasp3 act	CIT2 TOR yeast	AHR activator	RPL19A-GFP yeast	AGP1 TOR yeast
CCCCCCN1CC(=O)N2Cc3[nH]c4ccccc4c3C[C@H]2C1=O	11	114	105	10	109	3	107	101
CN(CCCNC(=O)C1CCCN(S(=O)(=O)c2cnc[nH]2)C1)c1ccccc1 (configuration not stated)	3	103	101	8	103	2	102	102
Cc1n[nH]c(=S)n1/N=C/c1ccc(OCc2ccc(Cl)cc2)cc1	-12	101	94	-8	97	-4	99	100
O=C(COC(=O)C1CCC1)c1c[nH]c2ccccc12	5	101	106	-4	77	13	99	106
O=C(NC1CCCCCC1)c1c(O)c2ccccc2[nH]c1=O	11	99	107	5	105	0	104	111

Carrying on:
SMILES	proCasp7 act	MEP2 TOR yeast	LAP4 TOR yeast	proCasp3 act	CIT2 TOR yeast	AHR activator	RPL19A-GFP yeast	AGP1 TOR yeast
O=C(CCC(=O)OCC(=O)c1ccc(C(F)(F)F)cc1)OCC(=O)c1ccc(C(F)(F)F)cc1	-3	89	94	4	100	-3	92	101
Cc1ccc(NS(=O)(=O)c2ccc3c(c2)oc(=O)n3C)cc1C	-1	104	101	2	105	5	101	106
COc1cccc2oc3cc(C#Cc4ccccn4)ccc3c(=O)c12	-1	98	129	-2	93	-6	95	93
O=C(Cc1n[nH]c(=O)c2ccccc12)NCc1ccccn1	-7	100	105	10	90	0	97	98
O=C1CSC2(N1)C1CC3CC(C1)CC2C3 (configuration not stated)	-17	89	116	-3	112	-1	100	117
C=CCn1c(CCC)nc2ccccc21	-2	107	112	-6	102	-1	102	110
O=C(CCN1C(=O)[C@H]2CC=CC[C@H]2C1=O)NCc1nc(-c2ccc(Cl)cc2)no1	0	102	92	0	91	0	95	96
COCC(=O)Nc1ccc([N+](=O)[O-])cc1C	4	100	97	2	103	8	105	103
CC[C@@]1(C(=O)OC)N[C@H](CN(C)C(=O)NC(C)C)[C@@H]2C(=O)N(C)C(=O)[C@@H]21	-4	90	90	-1	94	0	94	95
CC(C)C(OC(=O)c1cc2c(s1)CCCCC2)C(=O)NC(N)=O (configuration not stated)	1	102	88	-2	101	-1	103	107
CN(CC(=O)Nc1cccnc1Cl)S(=O)(=O)c1ccc(Cl)cc1	8	94	110	-1	96	-3	92	106
COc1ccccc1NC(=O)CSc1nnc(COc2ccccc2OC)n1C	-7	102	93	-8	94	3	100	99
CCOc1ccc(NC(=O)c2nnn(CC(=O)Nc3ccccc3OC)c2N)cc1	-1	94	92	-3	92	41	93	94
Cn1c(=O)c(C(=O)NNC(=O)c2ccccc2Cl)c(O)c2ccccc21	-3	98	123	3	89	36	102	106
O=C(NC12CC3CC(CC(C3)C1)C2)N1CCN(C2CCCCC2)CC1	12	86	88	6	91	2	95	97
Cc1ccc2nc3nc(NCC4CCCO4)c(C(=O)NC4CCCCC4)cc3c(=O)n2c1 (configuration not stated)	-3	108	105	-7	106	-1	112	91
CC(OC(=O)Cc1ccsc1)C(=O)Nc1ccc(C(N)=O)cc1 (configuration not stated)	6	102	108	4	101	-1	98	104
CCCNC(=O)NNC(=O)c1cc(-c2ccc3c(c2)OCO3)nc2ccccc12	-7	88	108	-11	102	33	86	98
C=CCN(CC=C)Cc1cc(=O)n2c(-c3ccccc3)csc2n1	-1	107	89	-4	85	15	99	69
O=C(c1ccco1)N1CCN(C2CCCC2)CC1	-1	105	102	2	105	-2	99	106
C/C(=N\N1CCN(Cc2ccc(Cl)cc2)CC1)c1ccc(F)cc1	-1	97	102	-3	110	2	103	111
C/C(=N\NC(=O)C1COc2ccccc2O1)c1cccs1 (configuration not stated)	1	103	106	2	98	0	98	101
O=[N+]([O-])c1ccc2nc(-c3ccc(OC(F)F)cc3)cn2c1	8	99	85	12	95	10	93	89
COc1cc(SC)ccc1C(=O)NCCOc1c(C)cc(C)cc1C	12	100	111	-3	102	6	100	100
COc1ccc(S(=O)(=O)N2CCOC2CNC(=O)C(=O)NCC(C)C)cc1OC (configuration not stated)	-1	104	86	7	108	-15	106	99
CCCCCCc1cc2cc(S(=O)(=O)c3ccc(C)cc3)c(=O)oc2cc1O	31*	103	100	86*	96	-1	99	102
O=C(NCc1ccco1)c1nc2c(nnn2Cc2cccc(Cl)c2)c(=O)[nH]1	-2	99	94	-3	106	1	102	99
NC(=O)c1ccccc1NC(=O)CCCN1C(=O)CCC1=O	-5	97	94	5	99	5	96	94
CC(C)OC(=O)CC(=O)CSc1nc2c(cc1C#N)CCCC2	10	93	91	4	86	2	90	96
O=C(O)CCCC(=O)NNc1ncnc2ccccc12	15	99	91	-1	104	12	99	96
